# Source: PubChem BioAssay
# Anthrax LF prot – blocks Bacillus anthracis lethal factor protease; multiplex microsphere protease cleavage assay, LF; AID 588501; P15917; hit rate 0.12% among 360,000; inhibition, % at 10 µM; also: plate controls were buffer without enzyme for full effect and enzyme alone for no effect
# Mtb FBA inh – Mtb fructose-bisphosphate aldolase inhibition; P9WQA3; purified M. tuberculosis FBA, fluorescence read-out; inhibition, % at 1 µM; hit rate 2.3% among 360,000; AID 588726; in the data active = inhibition above about 27%;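 also: 0% = vehicle and 100% = reference inhibitor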
# Target sequence (P9WQA3 whole entry, looked up): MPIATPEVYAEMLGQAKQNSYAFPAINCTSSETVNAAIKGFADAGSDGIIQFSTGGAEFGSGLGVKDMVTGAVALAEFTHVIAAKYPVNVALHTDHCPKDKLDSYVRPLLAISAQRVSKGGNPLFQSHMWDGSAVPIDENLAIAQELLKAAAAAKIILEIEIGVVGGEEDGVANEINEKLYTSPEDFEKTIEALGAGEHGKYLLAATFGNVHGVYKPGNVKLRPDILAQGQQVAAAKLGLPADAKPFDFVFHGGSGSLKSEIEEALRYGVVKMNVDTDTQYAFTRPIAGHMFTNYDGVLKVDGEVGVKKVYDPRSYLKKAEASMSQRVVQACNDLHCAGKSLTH
# PfHsp40 yeast – restores yeast growth despite PfHsp40 toxicity; hit rate 0.68% among 340,000; AID 504582; growth rescue, % at 12.5 µM; S. cerevisiae expressing PfHsp40, growth rescue, ATP luminescence; in the data active = growth rescue above about 28%, passing the limit was not always enough; inconclusive = no clear call, values can overlap the other calls;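 also: yeast W303a lacking pdr1 and pdr3 grown in galactose medium; growth measured after three days at 30 °C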
# UGM FP inh – Mtb UDP-galactopyranose mutase inhibition; P9WIQ1; purified UGM, fluorescence polarization probe displacement; inhibition, % at 10 µM; hit rate 0.06% among 320,000; in the data active = inhibition above about 10%, passing the limit was not always enough; inconclusive = no clear call, values can overlap the other calls
# Target sequence (P9WIQ1 whole entry, looked up): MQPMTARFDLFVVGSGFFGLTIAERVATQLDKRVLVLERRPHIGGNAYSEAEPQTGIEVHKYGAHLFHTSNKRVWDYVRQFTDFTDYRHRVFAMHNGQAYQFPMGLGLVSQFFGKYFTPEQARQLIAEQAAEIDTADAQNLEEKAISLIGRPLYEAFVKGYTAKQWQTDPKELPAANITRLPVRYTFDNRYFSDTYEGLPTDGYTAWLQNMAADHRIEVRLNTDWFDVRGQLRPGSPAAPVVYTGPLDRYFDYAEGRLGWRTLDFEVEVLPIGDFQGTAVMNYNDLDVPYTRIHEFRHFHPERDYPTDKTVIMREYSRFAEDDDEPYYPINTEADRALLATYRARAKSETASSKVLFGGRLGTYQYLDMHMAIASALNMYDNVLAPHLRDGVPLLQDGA
# GDH-TPI inh – GDH-TPI coupled enzyme inhibition counter-screen. GDH-TPI coupled enzyme counterscreen, NADH absorbance. inhibition, % at 4.8 µM. hit rate 1.2% among 360,000; in the data active = inhibition above about 30%;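 also: 0% = DMSO wells and 100% = wells lacking the enzyme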
# BoNT F protease – BoNT F light chain protease inhibition. inhibition, % at 10 µM. AID 588497. Multiplex microsphere protease cleavage assay, flow cytometry. hit rate 0.22% among 360,000; in the data active = inhibition above about 35%, passing the limit was not always enough; inconclusive = no clear call, values can overlap the other calls; also: plate controls were buffer without enzyme for full effect and enzyme alone for no effect
# BoNT A protease – BoNT A light chain protease inhibition; multiplex microsphere protease substrate cleavage, flow cytometry; inhibition, % at 10 µM; hit rate 0.17% among 360,000; also: plate controls were buffer without enzyme for full effect and enzyme alone for no effect
# FadD28 binding – blocks FadD28 binding to the bisubstrate probe. fluorescence polarization. inhibition, % at 12.5 µM. hit rate 0.22% among 360,000; in the data active = inhibition above about 8.5%, passing the limit was not always enough; inconclusive = no clear call, values can overlap the other calls
# BioA inh – blocks M. tuberculosis BioA enzyme activity; purified M. tuberculosis BioA enzyme, plate reader; inhibition, % at 9.99 µM; hit rate 0.096% among 360,000; in the data active = inhibition above about 40%; inconclusive = no clear call, values can overlap the other calls
# * hit, by the source's call; ? = inconclusive; · = no result given. Rule as the data show it, unless noted: active = inhibition above about 30%; inconclusive = no clear call, values can overlap the other calls; inactive = below that. Rows were taken by chance; any-hit rate near 4.7%.
SMILES,Anthrax LF prot,Mtb FBA inh,PfHsp40 yeast,UGM FP inh,GDH-TPI inh,BoNT F protease,BoNT A protease,FadD28 binding,BioA inh
COc1ccccc1S(=O)(=O)Cc1ccc(C(=O)NC2CCCCCC2)o1,-4,4,-0.3,-2.8,0,2,-2.1,0.3,·
COC(=O)c1ccc(S(=O)(=O)N2CCC(c3nc4ccccc4o3)CC2)cc1,-1,-4,8.5,-1.1,7,5,1.1,-3.1,-1.1
CCCc1nc2oc3c(NCc4ccccn4)ncnc3c2c2c1COC(C)(C)C2,-3,12,-0.7,1.0,-7,-18,-1.3,-2.6,0.4
CC(=O)Nc1ccc(S(=O)(=O)N2CCC(c3nc4ccccc4[nH]3)CC2)cc1,-1,3,1.9,·,10,1,0.3,-5.0,·
CC(C)Oc1ccc(S(=O)(=O)N2CCCCC2)cc1NC(=O)CN1CCCC1c1cccs1 (stereo unspecified),-2,3,-0.8,-2.8,2,-3,-1.3,-0.2,·
CC1CN(c2nc3ccccc3nc2SCC(=O)Nc2ccc(F)cc2)CC(C)O1 (stereo unspecified),-4,0,-0.2,-4.9,1,-2,1.5,-4.4,-0.1
NS(=O)(=O)c1cccc(NC(=O)COC(=O)/C(=C/c2cccs2)c2cccs2)c1,0,1,1.6,4.2,11,-9,-0.1,-3.5,·
Cc1ccc(-c2ccc(SCC(=O)Nc3ccc4c(c3)OCCO4)nn2)cc1,-2,-3,3.9,5.0,-4,2,2.1,-0.6,-1.4
N#Cc1cnc(SCC(=O)N2CCCCC2)nc1N,19,-3,-0.3,-2.0,-6,?,2.2,-3.3,3.0
COc1ccccc1N1CCN(S(=O)(=O)c2cn(C)c(=O)n(C)c2=O)CC1,-1,0,0.6,4.2,3,-4,0.5,-1.6,-0.5
Cc1cc2oc(=O)cc(CN3CCCCC3)c2cc1C,6,1,-0.5,2.3,3,11,0.4,-5.0,-0.9
ClCCOCCCl,-7,4,-1.5,-0.4,3,1,-0.2,-0.3,-0.7
Cc1ccc(CCC(=O)NCc2ccccc2)o1,5,-1,-1.5,2.8,10,12,-1.1,-3.6,0.3
Cc1ccc(NC(=O)Cc2noc3ccccc23)c(C)c1,-1,4,-0.1,-3.2,5,-4,0.8,-0.8,·
O=C(c1ccccc1)c1ccc(OCCO)cc1,-2,-2,-0.5,1.8,7,-10,-0.4,-1.3,-0.7
COc1ccc(/C=C(\NC(=O)c2ccccc2)C(=O)NCc2ccco2)cc1OC,8,0,1.0,1.9,16,17,-3.7,-2.4,-0.3
CCOC(=O)c1cnc(Nc2nc3ccccc3o2)nc1CSC(=S)N(CC)CC,-1,-2,-0.2,-1.4,-3,-9,-1.3,-1.8,·
CCOC(=O)/C(N=Nc1c(C)n(C)n(-c2ccccc2)c1=O)=C(/O)c1ccccc1,0,4,-0.3,1.1,0,3,0.2,-2.5,·
CCOC(=O)c1[nH]c(C)c(C(=O)NCc2ccco2)c1C,-2,0,0.6,-2.6,1,-4,-0.2,-2.2,-0.7
CCc1nnc(NC(=O)c2ccc(S(=O)(=O)N(CC(C)C)CC(C)C)cc2)o1,-8,3,-2.0,1.1,18,-6,-0.1,0.5,-2.3
CCC(C)(C)NC(=O)C(c1ccc(C)cc1)N(CCN1CCOCC1)C(=O)CNC(=O)c1cccs1 (stereo unspecified),-10,8,15,-2.7,-2,-1,-1.4,0.7,-1.0
O=S(=O)(NCCOc1ccccc1)c1ccc2ccccc2c1,2,-3,-1.0,1.9,5,3,?,-4.6,-1.2
CCN(CC)CCn1c(=N)n(CC(O)COc2ccccc2)c2ccccc21 (stereo unspecified),-9,1,0.6,0.7,0,-1,0.1,-1.5,-2.0
Cc1cc(SCc2ccc(F)cc2)nc(=O)[nH]1,-2,-2,-1.6,0.0,0,-11,-3.6,-3.0,-3.2
N#CC(C#N)=C/C=C(\Nc1ccc(Cl)cc1)c1ccc(Cl)cc1,-10,-5,-0.4,4.2,14,-6,-0.6,-4.1,0.6
Cc1cccc(CS(=O)(=O)c2ncc(Cl)c(C(=O)Nc3c(C)cccc3C)n2)c1,2,6,0.5,-2.6,1,0,1.3,0.0,0.8
COc1ccccc1NC(=O)COc1ccc(C(=O)OCC(=O)N2CCCC2=O)cc1OC,-2,1,0.6,-0.8,-2,-21,-0.2,-2.0,-1.7
CCCCN1C(N)=NC[C@@H]1C(C)O (stereo partly specified),-8,3,0.7,0.6,10,5,-0.9,-2.1,-1.4
CC(C)(C)CC(C)(C)NC(=S)N1CCN(Cc2ccc3c(c2)OCO3)CC1,-2,3,1.1,-1.7,2,6,0.4,0.3,·
O=C(CNc1ccccc1)Nc1cccc2ccccc12,·,2,3.8,-2.2,15,·,·,-0.7,0.7
C=CCc1cccc(/C=N/NC(=O)CNc2ccccc2)c1O,-3,3,0.3,-3.4,-2,1,-0.2,-1.6,-1.1
Cc1ccc(/C=N/NC(=O)C[n+]2ccccc2)o1,-2,-5,0.5,2.0,2,1,0.7,0.8,·
COc1ccc(NS(=O)(=O)c2cc(NC(=O)Cc3n[nH]c(=O)c4ccccc34)ccc2OC)cc1,·,2,-1.1,·,-5,·,·,-6.5,-1.7
Nn1c(-c2ccc(F)cc2)nc2ccccc2c1=O,1,0,1.4,0.5,-4,1,-1.9,1.3,1.0
Cc1c(Nc2ncnc3c2cnn3-c2ccccc2)c(=O)n(-c2ccccc2)n1C,-3,3,-0.1,2.3,2,-11,-0.5,0.2,-2.4
Cc1ccc(OCCC(=O)OCC(=O)Nc2cc(C)nn2-c2ccccc2)cc1,1,-2,-1.5,-1.3,-2,5,0.1,-2.9,-1.0
CC1(C)Cc2c(sc(NC(=O)C(=O)N3CCN(CCO)CC3)c2C(N)=O)CO1,-3,3,-0.7,-2.8,19,-18,-8.7,-0.9,-2.1
Cc1cccn2c(=O)c(/C=C(\C#N)C(=O)NC3CCS(=O)(=O)C3)c(Oc3ccccc3Cl)nc12 (stereo unspecified),2,18,0.9,-0.5,7,5,1.8,-3.5,-5.5
COc1ccc(CC(=O)Nc2sc3c(c2C(N)=O)CCCC3)cc1OC,4,-3,-1.9,-2.3,-2,-1,0.5,-0.4,-0.5
O=C(Nc1nnc(S(=O)(=O)N2CCOCC2)s1)c1cccc(F)c1,-1,1,1.0,0.5,23,4,0.8,-3.6,-0.1
COc1ccc(CCNC(=O)C2CCCN2C(=O)NC2CCCCC2)cc1OC (stereo unspecified),-4,-2,-1.8,-0.7,2,-4,-0.6,0.1,-2.7
Cc1ccc(C2(CCNS(=O)(=O)c3ccc(C)cc3)CCOC(C(C)C)C2)cc1 (stereo unspecified),0,-3,5.0,·,3,-7,0.9,-2.8,·
CCn1ccnc1CN1CCc2c([nH]c3ccccc23)C1C(C)(C)C (stereo unspecified),-2,3,0.1,2.0,-1,-2,-1.1,-1.8,·
O=C(N=C1SC2CS(=O)(=O)CC2N1c1ccccc1)c1ccccc1 (stereo unspecified),-2,1,1.0,-1.5,-4,0,0.1,-4.0,-0.5
CCC(C)NCCCCOc1ccc(Br)cc1 (stereo unspecified),1,-2,1.2,2.0,1,0,-0.5,-0.4,·
O=C(COc1ccc(C2SCCS2)cc1)Nc1ccc(Cl)cc1,-11,-1,-1.0,0.3,0,?,?,-0.9,·
CCOc1ccc(S(=O)(=O)n2nc(C)cc2C)c2ccccc12,-5,0,-0.1,2.7,3,-3,0.2,-0.4,0.6
COc1ccc(Cc2nccc3cc(OC)c(OC)cc23)cc1OC,-10,4,-0.6,3.4,6,-8,-1.7,-1.6,1.2
CSc1nc(NCc2ccco2)c2sc3nc(C(C)C)c4c(c3c2n1)CC(C)(C)OC4,0,1,0.8,1.6,3,0,?,-4.1,-0.9
O=C(CCS(=O)(=O)c1ccc2c(c1)NC(=O)CO2)NCc1ccccc1,1,-3,-0.3,-0.8,-5,9,2.2,-2.0,0.1
CCOC(=O)C(NC(=O)c1ccccc1)C(C)(C)SCc1ccccc1 (stereo unspecified),1,-1,2.3,·,-8,-1,-0.2,-3.3,·
Cn1c(N2CCN(C(c3ccccc3)c3ccccc3)CC2)nc2ccccc21,-10,-1,-0.7,1.0,16,8,0.5,-1.8,-2.4
COc1ccc(CNC(=O)CCC(=O)Nc2cccnc2)cc1,-10,0,1.0,-1.4,-8,-4,4.2,-1.6,1.2
COc1ccc(OC)c2[nH]c(=O)c(CCNC(=O)C(C)(C)C)cc12,-3,8,-1.2,0.6,10,-8,-0.5,-1.2,-4.9
O=C(O)c1ccccc1NS(=O)(=O)c1ccc(N/N=C/c2ccc(O)c(O)c2)c([N+](=O)[O-])c1,-1,1,7.1,·,46*,2,-0.4,53*,6.0
COc1ccc(-n2nc(C(=O)NCC(=O)Nc3cccc(C)n3)c3ccccc3c2=O)cc1,-4,0,-1.3,0.5,5,4,-0.1,1.4,0.7
O=C(NCC(=O)N(Cc1cccs1)C(C(=O)NC1CCCC1)c1ccco1)c1cccs1 (stereo unspecified),-3,-2,-0.1,1.8,1,-19,1.9,-1.0,-0.2
N#CCSCC(=O)Nc1ccc(F)cc1,-9,-1,3.1,-2.4,-4,-6,0.1,-0.6,0.6
O=C1NC(Cc2ccccc2)c2nc3ccccc3c(=O)n2-c2ncccc21 (stereo unspecified),-6,1,·,·,-4,-2,-0.2,-3.7,0.1
COc1ccc(CN2C(=O)c3ccccc3C(/C=N\OCc3ccc(C)cc3)C2=O)cc1 (stereo unspecified),0,4,0.1,-0.6,8,2,0.0,-2.5,0.8

# Ordered by length of the SMILES (highest first): some entries from above
SMILES,Anthrax LF prot,Mtb FBA inh,PfHsp40 yeast,UGM FP inh,GDH-TPI inh,BoNT F protease,BoNT A protease,FadD28 binding,BioA inh
O=C(O)c1ccccc1NS(=O)(=O)c1ccc(N/N=C/c2ccc(O)c(O)c2)c([N+](=O)[O-])c1,-1,1,7.1,·,46*,2,-0.4,53*,6.0
COc1ccc(-n2nc(C(=O)NCC(=O)Nc3cccc(C)n3)c3ccccc3c2=O)cc1,-4,0,-1.3,0.5,5,4,-0.1,1.4,0.7
O=C(NCC(=O)N(Cc1cccs1)C(C(=O)NC1CCCC1)c1ccco1)c1cccs1 (stereo unspecified),-3,-2,-0.1,1.8,1,-19,1.9,-1.0,-0.2
Cn1c(N2CCN(C(c3ccccc3)c3ccccc3)CC2)nc2ccccc21,-10,-1,-0.7,1.0,16,8,0.5,-1.8,-2.4

# (cont.)
SMILES,Anthrax LF prot,Mtb FBA inh,PfHsp40 yeast,UGM FP inh,GDH-TPI inh,BoNT F protease,BoNT A protease,FadD28 binding,BioA inh
Cc1cc(C(=O)N/N=C/c2ccc([N+](=O)[O-])cc2)c(C)o1,1,-2,0.2,-4.0,22,0,-1.2,-0.5,·
COc1cc(NC(=O)Cc2ccc([N+](=O)[O-])cc2)c(C(=O)O)cc1OC,1,3,3.1,-0.4,12,-2,-0.6,0.8,·
O=C(O)CCSc1nc(C(F)(F)F)cc(=O)n1-c1ccccc1,16,1,0.2,-0.7,-12,6,-0.3,-2.9,-1.2
O=C(Nc1ccc(N2CCOCC2)cc1)C1CCN(S(=O)(=O)c2ccccc2F)CC1,-2,37*,2.1,0.0,3,-12,-0.5,-4.1,·
CN(Cc1ccccc1)S(=O)(=O)c1ccc(S(=O)(=O)N(Cc2ccc(F)cc2)C2CCCC2)cc1,3,3,-1.6,-1.3,-5,-1,0.1,-3.7,-1.3
CCC1CCCCN1C(=O)c1ccc2c(c1)C(=O)N(c1ccc(C)cc1)C2=O (stereo unspecified),2,1,-0.3,3.3,1,0,-0.6,·,0.3
C=CCc1ccccc1OCC(O)CN1CCN(c2ccc(OC)cc2)CC1 (stereo unspecified),-5,0,0.6,-0.3,15,-7,?,-2.4,2.3
COc1ccc(-c2cc(C(=O)OCC(=O)N3CCCCC3)c3ccccc3n2)cc1OC,5,1,-0.7,-2.0,21,-2,1.4,-4.9,·
COCCN(C(=O)C1CC(=O)N(Cc2ccccc2)C1)c1nc(-c2ccc([N+](=O)[O-])cc2)cs1 (stereo unspecified),5,1,0.6,1.5,4,10,3.0,0.2,-0.7
COCCN1C(=O)c2oc3ccccc3c(=O)c2C1c1ccc(C(=O)OC)cc1 (stereo unspecified),-8,4,-0.2,1.3,-2,-1,-0.1,0.5,0.3
O=C(Cn1cnc2cc([N+](=O)[O-])ccc2c1=O)NC(c1ccccc1)c1ccccc1,1,1,1.0,-3.0,12,-3,0.8,-2.9,-0.7
